# Source: PubChem BioAssay (several laboratories)
# Hsp90 block: displaces geldanamycin probe from tumor Hsp90; AID 429; NCI-N417 lysate Hsp90, Cy3B-geldanamycin FP displacement; inhibition, % at 30 µM; P07900; 0.35% of 64,000 active;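 active means inhibition above 50%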;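 further: 0% = tracer plus lysate wells and 100% = tracer alone without lysate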
# Cdc25B inh: human M-phase inducer phosphatase 2 inhibition | P30305 | recombinant Cdc25B, OMFP fluorescence Ex485/Em525 | inhibition, %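 (compounds tested at 10 µM final in the well)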 | 0.1% of 65,000 active; in the data active means inhibition above about 50%
# Target sequence (P30305 whole entry, looked up): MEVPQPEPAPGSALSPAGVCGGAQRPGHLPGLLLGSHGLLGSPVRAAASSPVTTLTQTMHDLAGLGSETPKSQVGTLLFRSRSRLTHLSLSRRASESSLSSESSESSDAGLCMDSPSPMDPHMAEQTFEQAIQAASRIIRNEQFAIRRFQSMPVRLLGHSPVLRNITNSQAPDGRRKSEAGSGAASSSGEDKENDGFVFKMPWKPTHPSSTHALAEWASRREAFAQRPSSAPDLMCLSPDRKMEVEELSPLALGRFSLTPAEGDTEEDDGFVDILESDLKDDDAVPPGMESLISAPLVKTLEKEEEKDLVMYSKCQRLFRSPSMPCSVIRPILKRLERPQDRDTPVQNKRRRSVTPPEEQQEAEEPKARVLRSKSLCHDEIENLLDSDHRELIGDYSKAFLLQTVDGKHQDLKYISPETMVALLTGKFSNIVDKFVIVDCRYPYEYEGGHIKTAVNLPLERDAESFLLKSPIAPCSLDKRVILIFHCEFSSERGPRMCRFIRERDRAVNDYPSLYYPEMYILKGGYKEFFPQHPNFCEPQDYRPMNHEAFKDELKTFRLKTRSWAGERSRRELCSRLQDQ
# Fluor 339 460: intrinsic fluorescence of library compounds, ex339/em460 – biochemical, MLSMR library, data from DPM-DC assay, artefact control, profiling panel | fluorescence fold increase at 10 µM | compound autofluorescence, ex339/em460 nm, NADH buffer; hits give high values; 1 = no-compound wells, NADH background | 5.5% of 65,000 active | AID 709;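 active means at 10 µM, mean starting fluorescence two-fold or more over control wells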;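 further: signal is the first read of a kinetic run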
# ROCK2 blocker: blocks human Rho kinase 2 activity | inhibition, % at 6 µM | 0.35% of 60,000 active | AID 604 | purified ROCK2, Kinase-Glo ATP depletion luminescence | O75116;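 active means inhibition above the screen-wide mean inhibition plus 3 SD, cut at about 18% in these data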;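 further: plate controls were DMSO wells for no effect and Y-27632 control wells after no-enzyme background subtraction for full effect; many of its hits are not listed in these tables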
# DUSP1 inh: human dual specificity phosphatase 1 inhibition; inhibition, %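 (compounds tested at a single concentration somewhere between 10 and 100 µM)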; 0.15% of 65,000 active; AID 374; recombinant MKP-1, OMFP hydrolysis fluorescence;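 active means inhibition above about 50%, limit read from the data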;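 further: 0% = DMSO max control wells and 100% = wells with enzyme stopped by NaOH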
# Target sequence (P28562 whole entry, looked up): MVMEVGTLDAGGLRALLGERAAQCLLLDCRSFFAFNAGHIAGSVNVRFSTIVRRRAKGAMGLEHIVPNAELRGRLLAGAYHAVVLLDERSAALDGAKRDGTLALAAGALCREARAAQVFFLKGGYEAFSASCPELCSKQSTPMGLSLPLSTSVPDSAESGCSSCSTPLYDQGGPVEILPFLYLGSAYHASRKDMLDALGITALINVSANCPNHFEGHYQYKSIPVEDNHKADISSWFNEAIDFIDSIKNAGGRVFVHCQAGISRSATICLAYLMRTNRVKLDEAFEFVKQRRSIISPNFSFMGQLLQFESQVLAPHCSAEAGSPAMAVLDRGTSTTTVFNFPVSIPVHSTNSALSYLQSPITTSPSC
# PKA inh: PKA (human) kinase inhibition | P17612 | 0.1% of 65,000 active | inhibition, % at 6 µM | PKA Kemptide phosphorylation, Kinase-Glo ATP luminescence;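 active means inhibition above the screen-wide mean inhibition plus 3 SD, cut at about 21% in these data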; further: many of its hits are not listed in these tables
# JNK3 blocker: inhibitors of human JNK3 kinase | purified JNK3 kinase activity, HTS | inhibition, % at 8 µM | 0.61% of 60,000 active | AID 746; in the data active means inhibition above about 17%;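 further: 0% = DMSO and 100% = reference inhibitor; many of its hits are not listed in these tables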
# A340 absorber: compounds absorbing at 340 nm; 65,000 tested, under 10 active; fold change at 10 µM; compound absorbance at 340 nm, fold over control;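 active means at 10 µM dose, initial 340 nm absorbance at least 2 fold that of control wells; inactive means change under 2 fold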;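 further: initial absorbance extrapolated from kinetic A340 decline of NADH oxidation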
# Her2 expr inh: Her2 kinase expression inhibition; P04626; SKBR-3 HER2 protein level, AlphaScreen, 18-24 h; hits give low values; HER2 level % of control, % at 10 µM; 0.69% of 65,000 active;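 active means HER2 level under 5% of the carrier-only control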;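 further: 100% = DMSO carrier and 0% = 500 nM PU-H71 HSP90 inhibitor; lower value means stronger loss of Her2 protein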
# Starred values were filed as active, the others as inactive; x = no result given. Some of the compounds tested, so the mix of outcomes need not match the whole.
SMILES,Hsp90 block,Cdc25B inh,Fluor 339 460,ROCK2 blocker,DUSP1 inh,PKA inh,JNK3 blocker,A340 absorber,Her2 expr inh
c1cc2c(cc1Cn1cnnn1)OCO2,3,-10,1,-1,4,-3,-2,0.97,95
COc1cccc(C2CC(c3ccc(Cl)cc3)Nc3nc(N)nn32)c1 (stereo not drawn),-4,0,1.1,1,8,4,6,1,99
CCn1c(SCC(=O)Nc2ccc3c(c2)OCO3)nnc1-c1cnccn1,-9,2,1,-3,1,3,-6,1,99
C#CC1(O)CC(C)N(C)C(C)C1 (stereo not drawn),2,0,1.1,1,-4,-7,4,1,81
Cn1cccc1CNC(=O)Nc1ccc(Cl)c(Cl)c1,-3,-7,1.1,0,20,-4,0,1,92
Cc1ccc2[nH]c(CCN(C)C)c(CC#N)c2c1,-7,2,1,0,-29,3,-1,1,92
COc1ccccc1S(=O)(=O)Cc1ccc(C(=O)NC(C)c2ccc3c(c2)OCCO3)o1 (stereo not drawn),-1,-1,1.1,-4,21,1,-7,1,86
C=CCNc1nc2ccccc2nc1NS(=O)(=O)c1cccs1,-3,5,1.3,1,-1,1,-1,1.1,100
O=C(CSc1nnc(COc2cccc3cccnc23)o1)c1ccc(F)cc1,-3,-8,1.2,0,-18,4,6,0.99,77
CCCC(=O)Nc1ccc(Cl)c(NC(=O)C(C)(C)C)c1,1,-8,1.1,7,-2,9,0,1.1,92
COc1ccccc1Nc1nc(N)nc(CSc2ncccn2)n1,0,-8,1.1,8,5,9,7,1.1,128
CCOC(=O)N1CCN(c2cc(=O)n(-c3ccc(OC)cc3)c(=O)[nH]2)CC1,-5,-8,1.2,7,10,10,-1,1,155

# Single records (already shown). Screens in order: Hsp90 block, Cdc25B inh, Fluor 339 460, ROCK2 blocker, DUSP1 inh, PKA inh, JNK3 blocker, A340 absorber, Her2 expr inh
# COc1ccccc1S(=O)(=O)Cc1ccc(C(=O)NC(C)c2ccc3c(c2)OCCO3)o1 (stereo not drawn) is listed as -1, -1, 1.1, -4, 21, 1, -7, 1, 86
# C=CCNc1nc2ccccc2nc1NS(=O)(=O)c1cccs1 is listed as -3, 5, 1.3, 1, -1, 1, -1, 1.1, 100

# The listing continues.
SMILES,Hsp90 block,Cdc25B inh,Fluor 339 460,ROCK2 blocker,DUSP1 inh,PKA inh,JNK3 blocker,A340 absorber,Her2 expr inh
CCCCN(CC)S(=O)(=O)c1ccc(C(=O)Nc2nnc(COC)o2)cc1,-3,-9,1.1,0,-17,0,5,1,75
CCOc1cc(C(=O)OCc2ccc(C(=O)OC)o2)cc(Br)c1OC,3,-1,1.1,0,6,12,2,1,88
Cc1cc(C)n(-c2nc3ccccc3c(=O)n2OCc2ccc(F)cc2)n1,2,-8,1.1,2,-31,12,0,1,62
CCCNC(=O)Nc1ccccc1C(=O)Nc1ccc(OC)cc1,-4,-1,1,x,-1,10,x,1,101
CCN1CCN(CC(=O)Nc2sc3c(c2C#N)CCC(C)C3)CC1 (stereo not drawn),-1,-13,0.93,2,24,2,3,0.99,81
CCn1cnc2c1c(=O)n(CC(=O)N1CCc3ccccc31)c(=O)n2Cc1ccccc1,-1,3,1.1,2,24,2,-3,0.99,96
CC(C)Oc1ccc2nnnn2n1,0,15,1,0,2,0,1,0.98,65
O=C1CCCc2c1nc(-c1ccco1)n2O,-2,-8,3.9*,-4,13,-1,-5,1.2,101
CC(=O)Nc1ccc(NC(=O)Cn2cnc3c(cnn3C(C)(C)C)c2=O)cc1,-6,-6,0.95,-3,-1,0,3,0.97,104
COC(=O)c1ccc(NC(=O)C(C)N2C(=O)c3ccccc3C2=O)cc1 (stereo not drawn),-4,-3,1.1,1,2,1,1,1,-19*
N#Cc1ccc(CSc2nnc(NC(=O)C3CCCO3)s2)cc1 (stereo not drawn),2,-22,1.1,0,6,1,4,1,96
CCCCc1c(O)nc(N2CCN(Cc3ccccc3)CC2)[nH]c1=O,2,0,1,2,3,7,-3,1,86

# Her2 expr inh, entries above that show a hit.
Compound,Cdc25B inh,Fluor 339 460,ROCK2 blocker,DUSP1 inh,PKA inh,JNK3 blocker,A340 absorber,Her2 expr inh
COC(=O)c1ccc(NC(=O)C(C)N2C(=O)c3ccccc3C2=O)cc1 (stereo not drawn),-3,1.1,1,2,1,1,1,-19*

# Next compounds follow.
SMILES,Hsp90 block,Cdc25B inh,Fluor 339 460,ROCK2 blocker,DUSP1 inh,PKA inh,JNK3 blocker,A340 absorber,Her2 expr inh
CCSc1nnc(Cc2cc(=O)[nH]c(=O)[nH]2)n1-c1cc(C)ccc1C,-3,23,1.1,0,14,0,4,0.99,81
O=C(NCCCN1CCOCC1)c1c(O)c2ccccc2[nH]c1=O,5,-7,1.1,-6,2,4,4,1,79
CCOc1ncccc1C(=O)OCC(=O)NCCc1ccc(OC)cc1,0,-7,1,1,0,1,2,1,68
COC(=O)c1cc(=O)n2c(-c3ccc(OC)cc3)csc2n1,1,10,1.1,5,-22,2,1,0.99,118
CS(=O)(=O)N(CC(=O)N1CCN(Cc2ccc3c(c2)OCO3)CC1)c1ccc2c(c1)OCO2,5,-4,1.1,-1,8,4,-6,1,100
Cc1ccc(NC(=O)N(Cc2ccco2)C(C)c2ccco2)cc1C (stereo not drawn),0,1,1.1,4,12,4,4,0.99,113
O=C(O)COc1ccc2c(c1)CCCC2,3,-10,1.1,5,1,8,3,1.1,90
CCOC(=O)c1cnn(CCOC(=O)C2CC2)c1NC(=O)C1CC1,-4,-15,1.1,1,4,2,-6,0.99,107
O=C(Nc1nc2ccccc2n1CCN1CCCC1)C1CCCCC1,-2,-20,1.1,4,-22,0,-6,1,95
COc1cc(=O)n(C)c2cc(N(C)C)ccc12,-7,5,4*,-6,-12,1,-15,1.1,111
Cc1cc(O)c(NC(=O)c2ccco2)cc1C,-3,-11,1.1,4,-3,10,1,1,51
CSc1nc2c(c(=O)n1-c1ccccc1)SCC2,x,x,1,x,x,5,x,1.1,52

# Random excerpt: two entries already listed.
SMILES,Hsp90 block,Cdc25B inh,Fluor 339 460,ROCK2 blocker,DUSP1 inh,PKA inh,JNK3 blocker,A340 absorber,Her2 expr inh
O=C(NCCCN1CCOCC1)c1c(O)c2ccccc2[nH]c1=O,5,-7,1.1,-6,2,4,4,1,79
O=C(Nc1nc2ccccc2n1CCN1CCCC1)C1CCCCC1,-2,-20,1.1,4,-22,0,-6,1,95

# Later entries
SMILES,Hsp90 block,Cdc25B inh,Fluor 339 460,ROCK2 blocker,DUSP1 inh,PKA inh,JNK3 blocker,A340 absorber,Her2 expr inh
COc1ccccc1N(CC(=O)N1CCCCCC1)S(C)(=O)=O,x,1,1,x,15,x,x,1,172
COc1ccc2c(c1OC)C(=O)N(c1ccccn1)C2,-4,-8,1.6,-4,-14,-2,-3,1,154
COc1cc(C2N(c3ccccn3)C(=O)C3CCCN32)cc(OC)c1OC (stereo not drawn),-4,1,1.1,6,5,5,0,1,80
Cc1ccc(S(=O)(=O)NCCN=C(CN2CCCC2)NS(=O)(=O)c2ccc(C)cc2)cc1,-3,8,0.99,3,-8,4,1,0.99,79
O=C(Cc1c(O)c2ccccc2[nH]c1=O)NC1CCCCCCC1,-4,1,1.2,-1,-18,-4,-1,1,90
COc1ccc(NC(=O)c2cc(-c3cc(C)cc(C)c3O)n[nH]2)cc1Cl,2,2,1.1,4,-3,3,3,1,29
Cc1sc2nc(C3CC3)nc(NCCNS(C)(=O)=O)c2c1C,-2,-4,1,-5,-8,-6,-3,1,84
O=C(CN(C1CCCCC1)S(=O)(=O)c1ccc(F)cc1)NC1CC1,-6,-5,1.1,6,-6,14,-1,1,97
NC(=O)CS(=O)(=O)c1nc2ccccc2n1Cc1ccccc1F,-5,-18,1.1,-3,-7,7,4,1,93
O=C(CSc1nnc(-c2ccccc2)o1)c1nnc(-c2ccccc2)o1,-6,6,0.98,6,32,10,3,1,55
C=CCNc1nc(C2(C)CC3(CC(C)OC3=O)C(=O)O2)cs1 (stereo not drawn),-4,1,1.1,1,10,4,4,1,119
CCCS(=O)(=O)N1CCCC(C(=O)NCCN(CC)CC)C1 (stereo not drawn),-2,-4,1.1,7,0,0,-1,0.98,104

# 4 compounds out of the list, arranged by length of the SMILES, lowest first.
SMILES,Hsp90 block,Cdc25B inh,Fluor 339 460,ROCK2 blocker,DUSP1 inh,PKA inh,JNK3 blocker,A340 absorber,Her2 expr inh
Cc1sc2nc(C3CC3)nc(NCCNS(C)(=O)=O)c2c1C,-2,-4,1,-5,-8,-6,-3,1,84
NC(=O)CS(=O)(=O)c1nc2ccccc2n1Cc1ccccc1F,-5,-18,1.1,-3,-7,7,4,1,93
C=CCNc1nc(C2(C)CC3(CC(C)OC3=O)C(=O)O2)cs1 (stereo not drawn),-4,1,1.1,1,10,4,4,1,119
Cc1ccc(S(=O)(=O)NCCN=C(CN2CCCC2)NS(=O)(=O)c2ccc(C)cc2)cc1,-3,8,0.99,3,-8,4,1,0.99,79

# (further entries)
SMILES,Hsp90 block,Cdc25B inh,Fluor 339 460,ROCK2 blocker,DUSP1 inh,PKA inh,JNK3 blocker,A340 absorber,Her2 expr inh
CCOc1ccc(N2C(=O)c3cccnc3C2Nc2ccc(C)cc2)cc1 (stereo not drawn),-7,0,1.1,-4,35,1,-4,1.1,83
CCOC(=O)c1c(C)c(C(=O)NC(C)COC)c(C)n1CC (stereo not drawn),0,-5,1.1,-2,7,2,-5,1,111
Cc1ccoc1C(=O)NCc1occc1C(=O)O,1,-4,1,2,5,10,-4,1,129
c1ccc(N2CCCCC2)c(NC2=NCCC2)c1,-1,-1,1.1,-1,5,3,-7,1,113
NS(=O)(=O)c1ccc(CNC(=O)NC23CC4CC(CC(C4)C2)C3)cc1,0,-6,1.1,4,-2,11,-1,1.1,98
Cn1c(C(=O)N2CCCC(C(=O)N3CCN(C(=O)c4ccco4)CC3)C2)cc2sccc21 (stereo not drawn),-1,-6,1.1,84*,6,-7,-3,0.99,108
Cn1c(COc2ccc3ccccc3c2)nnc1SCC(N)=O,1,-1,1.1,-3,8,-4,2,0.98,78
Cc1ccc(NC(=O)C2(N(C(=O)Cn3nnnc3N)c3ccc(C)cc3)CCCCC2)cc1,0,3,1.1,3,15,7,-2,1,81
Cc1cc(C)cc(N2CC(c3nc4ccccc4n3C)CC2=O)c1 (stereo not drawn),-1,0,1,2,12,4,-6,1,117
COCCn1c(SCc2cccnc2)nnc1-c1ccco1,-2,-2,1.1,7,23,7,-5,0.98,91
COCCNc1nnc(SCC(=O)N2CCN(S(=O)(=O)c3ccccc3)CC2)s1,-1,-2,1.1,5,7,7,-2,1,122
COc1ccc(NC(=O)CC2CCCCC2)cc1OC,4,-39,1,6,-2,8,5,1,114
O=C(CCn1c(=O)oc2ccccc21)NCCCN1CCN(c2ccc(F)cc2)CC1,2,-14,1.2,-2,-15,-3,-4,0.98,76
